Screening data (PubChem BioAssay)
ZTA DNA inh = counter-screen for EBNA-1 inhibitors: inhibitors of Epstein-Barr virus ZTA. 320,000 tested, 0.15% active. ZTA-DNA binding, fluorescence polarization. inhibition, % at 11 µM. P03206; in the data active = inhibition above about 33%
HCV core dimer = inhibitors of HCV core protein dimerization, primary screen, biochemical, TR-FRET, high-throughput | TR-FRET GST/Flag-core106 dimerization, 1536-well | inhibition, % at 5 µM | 300,000 tested, 0.33% active;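 active = inhibition above the mean of all tested compounds plus 3 SD, set per screening campaign, cut at about 45% in these data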
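test system = GST/Flag-tagged HCV core106 proteins | probe or stimulus = Eu donor and XL665 acceptor anti-tag antibodies | times = compound-protein-antibody incubation 4 h at 22.5 °C | signal = TR-FRET, excitation 340 nm, emission 617 and 671 nm | measure = percent inhibition of core106 dimerization signal | controls = wells lacking GST-core106 and wells with excess unlabelled core106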
GASC-1 inh = inhibitors of GASC-1 histone demethylase, primary screen, biochemical, fluorescence, DELFIA europium; Lysine-specific demethylase 4C (Homo sapiens), Q9H3R0; GST-JMJD2C(1-420) H3K9me3 demethylation; inhibition, % at 2.35 µM; 330,000 tested, 0.069% active; AID 2099, 2009;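 active = more than half of a compound's replicate wells show inhibition beyond 50%, single wells judged on their own value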;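 note: signal counts dimethyl H3K9 product captured on neutravidin plate; 0% = median of DMSO wells and 100% = 0.3 times that DMSO median; strong numbers were not always called active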
Target sequence (Q9H3R0 1-420 limits assumed): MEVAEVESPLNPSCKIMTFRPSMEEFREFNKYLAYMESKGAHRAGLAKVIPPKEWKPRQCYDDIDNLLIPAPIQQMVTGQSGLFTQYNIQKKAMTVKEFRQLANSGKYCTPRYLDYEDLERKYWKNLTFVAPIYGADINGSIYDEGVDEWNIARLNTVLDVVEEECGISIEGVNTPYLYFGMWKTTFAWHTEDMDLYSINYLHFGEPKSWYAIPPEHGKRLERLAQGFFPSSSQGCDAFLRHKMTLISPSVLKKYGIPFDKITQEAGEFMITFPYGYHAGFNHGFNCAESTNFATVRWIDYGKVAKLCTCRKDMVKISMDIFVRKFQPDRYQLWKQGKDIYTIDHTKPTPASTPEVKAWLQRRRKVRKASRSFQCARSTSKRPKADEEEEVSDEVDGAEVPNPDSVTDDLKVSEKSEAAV
EBNA-1 inhibitor = EBNA-1 DNA-binding inhibitors, primary screen, biochemical, fluorescence polarization; 300,000 tested, 0.34% active; inhibition, % at 14.8 µM; in the data active = inhibition above about 28%
PP5 inh = PP5 phosphatase inhibitors, primary screen, biochemical, fluorescence | Serine/threonine-protein phosphatase 5 (Homo sapiens), P53041 | purified PP5c, OMFP substrate fluorescence | inhibition, % at 6.7 µM | 320,000 tested, 0.18% active;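 active = inhibition above the campaign's mean inhibition across all tested compounds plus 3 SD, cut at about 9.5% in these data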;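 note: 0% = DMSO only and 100% = 100 µM cantharidin control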
Target sequence (P53041 whole entry, looked up): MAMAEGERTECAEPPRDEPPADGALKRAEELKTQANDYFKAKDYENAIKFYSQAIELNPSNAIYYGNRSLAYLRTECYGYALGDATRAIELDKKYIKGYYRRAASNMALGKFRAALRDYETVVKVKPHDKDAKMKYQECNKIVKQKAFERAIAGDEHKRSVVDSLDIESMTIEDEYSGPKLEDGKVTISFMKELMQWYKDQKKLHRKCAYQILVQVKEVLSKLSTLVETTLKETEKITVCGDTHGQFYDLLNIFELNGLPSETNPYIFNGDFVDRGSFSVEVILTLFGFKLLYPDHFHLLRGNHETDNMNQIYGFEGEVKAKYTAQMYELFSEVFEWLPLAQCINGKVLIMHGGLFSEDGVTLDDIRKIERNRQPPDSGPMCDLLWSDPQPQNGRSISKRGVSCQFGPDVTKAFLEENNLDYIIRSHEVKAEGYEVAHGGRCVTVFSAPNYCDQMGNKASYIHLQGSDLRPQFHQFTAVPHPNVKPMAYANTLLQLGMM
TPT1 inh = Candida albicans TPT1 enzyme inhibitors, primary screen, biochemical, fluorescence polarization; tRNA 2'-phosphotransferase TPT1 (Candida albicans SC5314); recombinant caTPT1, FP RNA substrate dephosphorylation; inhibition, % at 5 µM; 300,000 tested, 0.81% active;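 active = inhibition above the mean of all tested compounds plus 3 SD, set per screening campaign, cut at about 24% in these data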;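 note: plate controls were DMSO alone for no effect and ferristatin control at 100 nM for full effect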
Yeast superoxide = reduction of superoxide in aged yeast, primary screen, HTS; AID 2690, 2010; 330,000 tested, 0.18% active; S. cerevisiae aged cells, superoxide DHE fluorescence; stronger effect = lower value; superoxide response (% of plate mean), % at 10 µM;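 active = superoxide response under a set limit, about three screen SD below normal, cut at about 65% in these data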;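 note: yeast aged for seven days with compound at 30 °C before DHE staining; 100% = average MFI of all compound-treated wells on the plate with controls excluded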
CTSL1 counter = Fasciola hepatica cathepsin L1 inhibitors, primary screen, counter-screen for PFM18AAP inhibitor project, biochemical, QFRET, fluorogenic peptide substrate. recombinant F. hepatica cathepsin L1, Z-Leu-Arg-MCA fluorescence. inhibition, % at 5.96 µM. 300,000 tested, 0.49% active. AID 1906, 2009;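 active = inhibition above the mean of all tested compounds plus 3 SD, set per screening campaign, cut at about 17% in these data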;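 note: 0% = plate median of test compound wells and 100% = 1 µM Z-Phe-Ala-diazomethylketone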
PP1 inh = PP1-alpha phosphatase inhibitors, primary screen, counter-screen for PP5 inhibitor project, biochemical, fluorescence, OMFP substrate, single point. purified PP1alpha. 320,000 tested, 0.9% active. Serine/threonine-protein phosphatase PP1-alpha catalytic subunit (Homo sapiens), P62136. inhibition, % at 6.7 µM;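 active = inhibition above the mean inhibition of all tested compounds plus 3 SD, computed separately for each screening campaign, cut at about 15% in these data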
An asterisk follows results filed as active; · = no result given; & = joins results of further samples.

SMILES	ZTA DNA inh	HCV core dimer	GASC-1 inh	EBNA-1 inhibitor	PP5 inh	TPT1 inh	Yeast superoxide	CTSL1 counter	PP1 inh
NC(=O)CSc1nnc(-c2cnccn2)n1Cc1ccco1	12	2	1	15	-2.5	1	93	1	7
O=[N+]([O-])c1ccc(-c2nnc3n2CCCCC3)cc1	15	4	-18	-13	2.0	-2	109	-7	-2
CC(=O)c1ccc(NC(=S)NC(=O)/C=C/c2ccc(F)cc2)cc1	8	5	8	-16	-4.9	-1	49*	-3	7
Cc1ccc(CC(=O)Nc2ccc(S(=O)(=O)Nc3nccc(C)n3)cc2)cc1	-11	-11	-8	-5	-4.5	-1	96	10	-2
COCCn1c(C)cc(C(=O)CSc2ncn[nH]2)c1C	-9	-4	0	-3	1.7	-3	88	-1	-4
CC(C)(C)NC(=O)C1CC(=O)N(CCc2ccc(F)cc2)C1 (stereo not drawn)	5	7	-4	9	-0.2	-1	104	0	-5
O=C(N/N=C/c1ccco1)c1csc2c1CCCC2	-2	3	-7	2	-2.3	0	107	3	-1
CC(C)C(C(=O)NC1CCCC1)N(CC1CCCO1)C(=O)CNS(=O)(=O)c1ccc(F)cc1 (stereo not drawn)	0	10	-1	2	3.6	-2	97	3	2
CCN(CC)C(=O)c1[nH]cnc1C(=O)Nc1ccc(Cl)cc1	0	·	-4	·	-0.5	·	112	·	-2
COc1ccc2nc(NC(=O)C3CCCN(S(=O)(=O)c4cccc5nonc45)C3)sc2c1 (stereo not drawn)	3	30	10&-16	-1	4.7	1	90	3	2
CC(CCc1ccco1)NC(=O)CSc1cc(=O)n(C)c2ccccc12 (stereo not drawn)	4	-1	8	-4	4.0	4	93	1	3
COc1ccc2c(c1)OC[C@H]1[C@H]2N2C(=O)CN(CC3CCCO3)C(=O)[C@@]2(C)[C@H]1c1ccccc1 (stereo partly drawn)	4	·	-4	·	2.0	·	85	·	-1
Cc1cccc(OCCC(=O)Nc2ccc(S(=O)(=O)N3CCCC3)cc2)c1	-2	11	3	-5	7.2	1	97	-14	-1
Cn1cnnc1SCC(=O)c1ccc2c(c1)CCCC2	13	-1	2	5	-0.8	-4	95	-2	0
O=C(NCCN1CCOCC1)c1ccc(=O)oc1	4	-4	-6	-8	0.9	-2	91	0	-1
CCCCNC(=O)CCCCCn1c(=O)[nH]c2cc(C(=O)OC)ccc2c1=O	-5	0	0	-4	-2.0	2	92	-1	3
C/C=C/C(=O)N1CC2(CC(c3cccc(NC(=O)/C(C)=C/C)c3)=NO2)C[C@H]1C(N)=O (stereo partly drawn)	-9	-13	-10	6	3.4	-1	101	18*	-1
Cc1ccnc(N2C(=O)c3ccc([N+](=O)[O-])cc3C2=O)c1	0	1	-7	2	0.5	0	105	0	-3
O=C1CC(SC(=NCc2ccc3c(c2)OCO3)Nc2ccccc2)C(=O)N1c1ccccc1 (stereo not drawn)	8	11	-8	44*	1.9	-7	104	-1	1
COc1cc(S(=O)(=O)N(C)Cc2ccc3c(c2)OCCO3)ccc1NC(C)=O	8	·	-3	·	1.2	·	83	·	-5
COc1cccc(C(=O)Nn2cnnc2)c1OC	2	-8	9	9	-0.4	-1	104	3	-1
CCn1c2ccccc2c2cc(CNCc3ccc(OC)cc3OC)ccc21	-4	-3	-14	1	-1.8	0	110	2	4
CCC1(CC)NC(=O)N(CC(=O)OCC(=O)Nc2ccccc2[N+](=O)[O-])C1=O	4	0	14	2	0.6	2	124	-60	-5
COc1cccc(NC(=O)Nc2nnc(CC(=O)NCc3ccccc3)s2)c1	-11	2	8	-6	3.6	1	107	-3	11
CN(C)S(=O)(=O)c1ccc(C(=O)NCCOc2ccc(F)cc2)cc1	2	-5	-6	-7	6.3	0	99	3	3
CC1CCN(CC(O)CN2c3ccccc3Sc3ccccc32)CC1 (stereo not drawn)	-8	-7	19	3	2.8	-3	102	2	5
Cc1cccc(NC(=O)CN2CCc3cc4c(cc3C2)OCCCO4)c1	-12	-17	5	-7	2.0	-3	85	-2	3
COc1cc(C2c3c([nH]c(=O)[nH]c3=O)Nc3ccc4ccccc4c32)ccc1O (stereo not drawn)	7	2	14	1	3.7	-8	115	-4	6
O=C(NNC(=O)c1ccccc1OCc1ccc(F)cc1)c1ccncc1	-12	-3	1	-5	-0.3	1	94	5	-7
COc1ccc(C(C#N)N2N=C(C)CC2(C)C)cc1 (stereo not drawn)	0	-4	6	4	1.3	-7	108	4	0

Shown bar-delimited: entries from further up.
Structure | ZTA DNA inh | HCV core dimer | GASC-1 inh | EBNA-1 inhibitor | PP5 inh | TPT1 inh | Yeast superoxide | CTSL1 counter | PP1 inh
Cc1ccnc(N2C(=O)c3ccc([N+](=O)[O-])cc3C2=O)c1 | 0 | 1 | -7 | 2 | 0.5 | 0 | 105 | 0 | -3
O=C(N/N=C/c1ccco1)c1csc2c1CCCC2 | -2 | 3 | -7 | 2 | -2.3 | 0 | 107 | 3 | -1
COc1ccc2nc(NC(=O)C3CCCN(S(=O)(=O)c4cccc5nonc45)C3)sc2c1 (stereo not drawn) | 3 | 30 | 10&-16 | -1 | 4.7 | 1 | 90 | 3 | 2
Cc1ccc(CC(=O)Nc2ccc(S(=O)(=O)Nc3nccc(C)n3)cc2)cc1 | -11 | -11 | -8 | -5 | -4.5 | -1 | 96 | 10 | -2
O=C(NNC(=O)c1ccccc1OCc1ccc(F)cc1)c1ccncc1 | -12 | -3 | 1 | -5 | -0.3 | 1 | 94 | 5 | -7

(more compounds)
SMILES	ZTA DNA inh	HCV core dimer	GASC-1 inh	EBNA-1 inhibitor	PP5 inh	TPT1 inh	Yeast superoxide	CTSL1 counter	PP1 inh
CCOC(=O)c1ccccc1NC(=O)Cn1cnc2c(cnn2-c2ccccc2)c1=O	-7	2	17	7	-1.7	-6	103	5	-1
CC(C)C(NS(=O)(=O)c1cccs1)C(=O)NCc1ccc2c(c1)OCO2 (stereo not drawn)	7	-2	4	3	-0.2	2	113	4	-4
COC(=O)[C@H](CCSC)NC(=O)Nc1ccc(OC)cc1OC	-2	-3	4	12	3.2	-2	96	-1	-2
CCc1ccc2oc(C(=O)NCc3ccncc3)c(C)c2c1	-3	0	-1	-1	1.3	2	96	1	-2
COc1ccc(N(CC(=O)NCc2ccco2)S(=O)(=O)c2ccc(OC)c(OC)c2)cc1	4	1	-17&-1	6	-2.2	0	125	-1	-5
O=C(NCc1nnc(SCC(=O)N2CCCC2)o1)c1c(F)cccc1Cl	10	0	43	5	2.3	-3	104	3	0
Cc1cc(C(=O)COC(=O)c2csc3c2CCCC3)c(C)n1C	-3	4	3	-3	-0.9	-1	90	11	2
Cc1ccc(CC(=O)Nc2cccnc2)cc1	-5	1	2	-5	0.7	4	104	3	-3
COC(=O)c1ccc(C(=O)N2CCCC(Nc3ccc(C(C)C)cc3)C2)nc1 (stereo not drawn)	-10	-15	11	7	3.5	-2	110	2	0
NC(=O)COc1ccccc1C(=O)O	0	-2	-8	-4	-2.0	1	107	6	-5
C=CCn1c(SCc2cc(=O)n3ccsc3n2)nc2scc(C3CC3)c2c1=O	8	26	4	-10	4.8	0	98	-3	3
Cc1ccc(/C=C2\SC(N)=NC2=O)s1	-5	-27	-8	6	1.3	8	88	4	1
O=C(NCC(c1ccco1)N1CCc2ccccc21)c1c(F)cccc1F (stereo not drawn)	3	-4	-15	4	1.3	-1	96	0	0
CCN(CC)C(=O)CSc1nc2cc(S(=O)(=O)N3CCOCC3)ccc2n1CC	-2	2	-1	-3	-0.2	-1	101	-1	-4
O=C(CSc1nnc(-c2ccccc2)n1Cc1ccccc1)N1CCOCC1	-16	-1	-7	-14	4.6	-3	113	1	-3
NC(=O)NC(CC(=O)NCCc1ccc(S(N)(=O)=O)cc1)c1ccccc1Cl (stereo not drawn)	14	-2	0	-1	0.2	-3	99	-3	-3
COc1cc2c(cc1OC)-c1nnc(-c3cccs3)n1C1(CCCC1)C2	2	7	10	0	0.8	1	106	0	-1
O=C(COC(=O)c1cccc(S(=O)(=O)N2CCc3ccccc32)c1)NC1CCS(=O)(=O)C1 (stereo not drawn)	8	0	5	2	1.2	-1	95	1	0
CCOC(=O)N1CCN(S(=O)(=O)N2CCCC(C(=O)NCCCN3CCC(C)CC3)C2)CC1 (stereo not drawn)	-6	-3	-2	-10	1.8	2	118	0	-2
Cc1nn(C)c(C)c1NC(=O)c1cc2nc(-c3ccco3)cc(C(F)(F)F)n2n1	9	-8	4	-4	-1.2	0	108	4	-1
OCCC1CN(Cc2cnc(-c3ccccc3)s2)CCN1C1CCCC1 (stereo not drawn)	3	-6	-9	-3	-2.1	1	102	1	1
COc1ccc(CN(C(=O)c2nsc(Cl)c2Cl)C(C(=O)NC2CCCC2)c2ccc(OC)cc2)cc1 (stereo not drawn)	2	14	1	1	2.0	3	105	2	1
COc1cccc(/C=N/n2c(=O)[nH]c3ccccc32)c1OC	7	-13	-7	8	0.8	0	87	2	0
CC(=O)Nc1ccc(S(=O)(=O)NC2CC(=O)N(c3cccc(F)c3)C2)cc1 (stereo not drawn)	12	-1	-9	-4	-2.9	0	97	1	-1
COc1ccc(/C(C)=N/Nc2nc3ccccc3nc2C)cc1OC	1	-5	7	6	4.8	4	88	5	4
O=C(Nc1ccc2ccccc2n1)C1CCCCC1	-8	-3	9	-11	-0.1	2	97	6	3
O=C(COc1ccccc1)NCc1ccc2c(c1)OCO2	2	-6	0	-4	-0.8	-1	107	0	7
O=C(CC(C(=O)NCc1ccccc1)c1nc2ccccc2c(=O)[nH]1)NCc1ccccc1 (stereo not drawn)	-2	-4	7	-4	-0.8	0	102	-3	-3
Cc1cc(C)nc(NS(=O)(=O)c2ccc(N=Cc3c(C)[nH]n(-c4ccccc4)c3=O)cc2)n1	17	-11	2	8	-1.3	2	107	1	1
CCCCCCCSc1nc(N)cc(=O)[nH]1	-10	-8	12	3	1.5	-3	101	6	-1
CCCCSc1nnc(CCC)n1N	-15	2	13	-4	2.7	1	109	-1	1
CCOC(=O)CN1N=C(/C=C/c2ccc(C)cc2)CCC1=O	-14	-6	8	7	1.5	-1	99	1	3
CCOC(=O)c1cc2c(=O)n3cccc(C)c3nc2n(CCOC)c1=NC(C)=O	-16	1	7	-12	2.5	1	100	4	-3
CCCCn1nc(C(=O)NCC(=O)Nc2c(C)cccc2C)c2ccccc2c1=O	-13	·	6	·	-0.4	·	106	·	-1
CCNc1nc(=S)nc(NCc2ccccc2)[nH]1	-19	-2	1	5	1.3	3	114	1	2
C=CC(=O)N1c2ccccc2Sc2ccc(NC(=O)OCC)cc21	0	2	0	-3	1.9	-6	107	12	4
NS(=O)(=O)c1cc(C(=O)NC2CCSc3ccccc32)ccc1Cl (stereo not drawn)	7	32	3	18	2.1	54*	93	3	2
Cc1cc(NC(=O)C(C)C)ncc1NC(=O)c1ccccn1	13	-8	12	8	0.3	-2	75	0	-3
O=C(N/N=C/c1cccc2ccccc12)c1ccncc1	10	-13	1	10	-4.3	-1	103	5	1
Cc1cccc(CS(=O)(=O)Cc2ccc(C(=O)O)o2)c1	-3	-2	3	13	1.2	-4	92	-2	-1
COc1cc(Cl)ccc1OCc1cc(C(=O)N(C)CC2CCCCO2)no1 (stereo not drawn)	-4	2	-9	-9	1.6	0	80	0	-3
Cc1ccc(SCc2c(C(=O)N/N=C/c3ccoc3)nnn2-c2nonc2N)cc1	9	7	11	13	-0.9	-2	98	6	0
Cc1cccc(NC(=O)c2cc(Cl)ccc2[N+](=O)[O-])c1	-2	-13	-4	-7	1.4	3	92	7	2
